Glioma ERSR ind: induces the endoplasmic reticulum stress response in human glioma cells; U87-MG GRP78 promoter luciferase reporter, 16 h; Potency, µM, for inactives: top-dose activation, usual class: activators; hit rate 0.02% among 420,000; also: potency is read from the fitted curve at half-maximal effect; series mostly up to about 76 µM; % of control where 0% means no effect; nearly all actives have a fitted effect of over 35% in size
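ERSR induction read as luciferase luminescence (Bright-Glo, 10 min at room temperature) in stably transfected human U87-MG glioma cells exposed to compounds for 16 h, using GRP78 as sensor.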
RGS4 inh: inhibitors of human regulator of G protein signaling 4 | Transcreener GDP fluorescence polarization, RGS4-accelerated GTP hydrolysis | AID 504845 | Potency, µM (highest dose often 114 µM), inactives show top-dose activity change, negative = inhibition, usual class: inhibitors | hit rate 0.039% among 390,000 | P49798; also: potency is read from the fitted curve at half-maximal effect; % is scaled to controls: 0 for no effect and ±100 for the full control effect; nearly all actives have a fitted effect of over 75% in size; some results filed as inactive show a strong effect at the top dose
Target sequence (P49798 whole entry, looked up): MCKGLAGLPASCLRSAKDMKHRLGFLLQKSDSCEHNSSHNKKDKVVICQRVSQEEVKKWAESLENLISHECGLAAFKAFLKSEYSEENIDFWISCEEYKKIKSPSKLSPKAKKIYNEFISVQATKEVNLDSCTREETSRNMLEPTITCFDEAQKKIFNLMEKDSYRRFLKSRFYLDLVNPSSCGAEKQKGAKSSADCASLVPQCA
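MLSMR compounds (23 nl, pin-transferred) preincubated 10 min at room temperature with a 500nM (2x) first reagent, then RGS4 at 900nM (2x) plus Transcreener GDP mix added; fluorescence polarization (620/688 nm) read before and after 90 min at 30 °C.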
USP1-UAF1 inh: USP1/UAF1 (human) deubiquitinase inhibition; hit rate 0.23% among 390,000; Potency, µM (highest dose often 57.1 µM), without a hit: at the highest dose activity change, negative = inhibition, hits mostly inhibitors; O94782; recombinant USP1/UAF1, Ub-Rhodamine cleavage fluorescence; AID 743255; also: potency is read from the fitted curve at half-maximal effect; % is scaled to controls: 0 for no effect and ±100 for the full control effect; nearly all actives have a fitted effect of over 60% in size; inactives centre near -12
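USP1/UAF1 complex at 1 nM was preincubated with compound for 15 min at room temperature, then Ub-Rho substrate (150nM final) was added. Fluorescence (480/540 nm) was read kinetically, 6 reads every 60 seconds.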
Vif-A3F inh: blocks the Vif interaction with APOBEC3F; HeLa A3F-eYFP + Vif (tagged APOBEC3F with the HIV-1 protein that degrades it), YFP fluorescence increase; Potency, µM (titrated, usually from 46.1 µM), without a hit: top-dose activity, negative = active; hit rate 0.2% among 390,000; AID 602313; also: potency is read from the fitted curve at half-maximal effect; % of control where 0% means no effect; nearly all actives have a fitted effect of over 65% in size
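HeLa cells stably expressing A3F-eYFP plus Vif, plated and incubated overnight at 37 deg C, then exposed to compounds overnight at 37 deg C. Blocked degradation read as raised yellow fluorescence (Ex 488/Em 500-530).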
IDH1 R132H inh: blocks human mutant IDH1 R132H enzyme | Potency, µM (top dose mostly 76.6 µM), without a hit: at the highest dose activity change, negative = inhibition, actives largely listed as inhibitors | O75874 | IDH1-R132H enzyme, NADPH consumption, diaphorase/resazurin fluorescence | AID 602179 | hit rate 0.093% among 390,000; also: potency is read from the fitted curve at half-maximal effect; % is scaled to controls: 0 for no effect and ±100 for the full control effect; nearly all actives have a fitted effect of over 65% in size
Target sequence (O75874 whole entry R132H, stated change not applied): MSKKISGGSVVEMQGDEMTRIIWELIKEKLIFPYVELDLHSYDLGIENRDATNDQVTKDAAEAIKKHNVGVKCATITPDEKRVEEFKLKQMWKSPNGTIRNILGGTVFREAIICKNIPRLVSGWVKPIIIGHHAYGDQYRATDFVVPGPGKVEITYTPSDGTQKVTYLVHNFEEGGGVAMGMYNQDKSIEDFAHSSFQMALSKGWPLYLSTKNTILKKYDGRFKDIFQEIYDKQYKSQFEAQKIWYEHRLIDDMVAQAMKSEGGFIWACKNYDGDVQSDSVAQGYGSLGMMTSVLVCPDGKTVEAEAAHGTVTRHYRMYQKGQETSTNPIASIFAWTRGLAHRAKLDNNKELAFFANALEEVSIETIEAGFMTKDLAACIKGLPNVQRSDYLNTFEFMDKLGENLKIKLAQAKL
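IDH1-R132H (0.5 ug/mL) preincubated 30 min with compound, then NADPH (0.016 mM) and alpha-KG (2 mM) added; 80 min at RT, pH 7.5. Remaining NADPH coupled via diaphorase/resazurin to fluorescence (540/590 nm); concentration-response curves normalized to no-enzyme control.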
LDHA inh: LDHA (human) enzyme inhibition | AID 1347041 | purified LDHA, NADH/diaphorase-resazurin fluorescence; stronger effect = lower value | hit rate 0.15% among 480,000 | P00338 | activity change, % (values are at about 110 or 230 µM); in the data active = activity change below about -30%; inconclusive = mostly about -25% to -30%;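 also: plate controls were DMSO wells for no effect and wells without enzyme for full effect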
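LDH5 2 nM; NADH 0.06 mM, pyruvate 0.2 mM; 200 mM Tris pH 7.4, EDTA, Tween-20; 5 min RT. Detection: diaphorase 0.133 mg/mL + resazurin 37 µM, fluorescence ex540/em590 at 0 and 20 min; normalized to enzyme-free and DMSO wells.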
TrxR1 substrate: rat thioredoxin reductase 1 substrate activity; AID 588456; O89049; purified TrxR1 substrate turnover, NADPH consumption readout; hit rate 0.01% among 390,000; Potency, µM (top dose mostly 114 µM), inactives show at the top dose activity change, negative = substrate turnover; also: potency is read from the fitted curve at half-maximal effect; % is scaled to controls: 0 for no effect and ±100 for the full control effect; nearly all actives have a fitted effect of over 50% in size
Target sequence (O89049 whole entry, looked up): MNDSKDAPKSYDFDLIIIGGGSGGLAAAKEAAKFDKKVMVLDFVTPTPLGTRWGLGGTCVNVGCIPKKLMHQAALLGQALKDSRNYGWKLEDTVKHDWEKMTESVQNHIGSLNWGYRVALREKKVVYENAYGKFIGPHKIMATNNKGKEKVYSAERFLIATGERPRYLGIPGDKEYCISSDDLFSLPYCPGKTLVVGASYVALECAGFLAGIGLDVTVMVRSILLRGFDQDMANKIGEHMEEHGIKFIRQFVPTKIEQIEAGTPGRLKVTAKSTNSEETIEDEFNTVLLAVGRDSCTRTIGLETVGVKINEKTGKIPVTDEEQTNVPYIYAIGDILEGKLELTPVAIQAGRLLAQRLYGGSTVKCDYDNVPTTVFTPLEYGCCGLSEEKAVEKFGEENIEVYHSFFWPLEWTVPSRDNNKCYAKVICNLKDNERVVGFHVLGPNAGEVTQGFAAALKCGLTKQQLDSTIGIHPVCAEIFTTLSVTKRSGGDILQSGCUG
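Rat TrxR1, dispensed at 90 nM, was prereduced with 400 uM NADPH (final) for 5 min at ~22 deg C, then incubated with compound 15 min before 400 uM selenite. A first-read NADPH fluorescence drop versus no-compound background flagged substrates.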
rTrxR1 inhibitor: rat TrxR1 inhibition | hit rate 1% among 390,000 | AID 588453 | Potency, µM (highest dose often 114 µM), for the others: at the highest dose activity change, negative = inhibition, usual class: inhibitors | O89049 | recombinant rTrxR1, NADPH fluorescence consumption, selenite substrate; also: potency is read from the fitted curve at half-maximal effect; % is scaled to controls: 0 for no effect and ±100 for the full control effect; nearly all actives have a fitted effect of over 65% in size
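Rat TrxR1 (90 nM in the dispensed reagent) was pre-reduced with 400 uM NADPH for 5 min at room temperature, then incubated with compound for 15 min. After 400 uM selenite was added, NADPH fluorescence (Ex 340/Em 450 nm) was followed for 8 min.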
Vif-A3G inh: inhibitors of Vif-APOBEC3G interaction | Q9HC16 | HeLa A3G-eYFP + Vif (tagged APOBEC3G with the HIV-1 protein that degrades it), YFP fluorescence, overnight | Potency, µM (titrated, usually from 46.1 µM), for inactives: at the top dose activity, negative = active, usual class: inhibitors | hit rate 0.076% among 410,000 | AID 602310;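 also: potency is read from the fitted curve at half-maximal effect; % is scaled to controls: 0 for no effect and ±100 for the full control effect; nearly all actives have a fitted effect of over 60% in size; hits raise eYFP signal because A3G escapes Vif-driven loss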
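Read-out is eYFP fluorescence (Ex 488/Em 500-530) from Vif-expressing HeLa A3G-eYFP cells; more signal means A3G escaped Vif-mediated degradation. Cells plated overnight, compound pinned in, incubated overnight at 37 deg C.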
* marks the source's active call; other numbers are inactive results; u = inconclusive; x = not tested or not shown; & = joins results of further samples; [ ] = dose if it differs, or a comment. Unless noted, calls follow the shape of the dose curve; as a rule, active = well fitted curve in the direction sought with a large enough effect; inconclusive = small, poorly fitted or top-dose-only effect, or another doubt; inactive = no such curve, though single readings can be large; an effect the other way counts as inactive or inconclusive.

Every second line gives: Glioma ERSR ind	RGS4 inh	USP1-UAF1 inh	Vif-A3F inh	IDH1 R132H inh	LDHA inh	TrxR1 substrate	rTrxR1 inhibitor	Vif-A3G inh
(1) COc1ccc(-c2nnn(CC(=O)N(CC3CCCO3)C(C(=O)NC(C)(C)C)c3ccco3)n2)cc1OC (stereo unspecified)
  4%	-5%	-2%	-4%	0%	1	-12%	22%[57.1 µM]	0%
(2) Cc1cc(Cl)ccc1C1=CC(=O)C[C@H](c2ccc(F)cc2)C1
  -2%	-11%	-34%	-4%	-3%[38.3 µM]	1	-4%	1%	0%
(3) O=c1cc(N2CCCCC2)c(-c2ccccc2)nn1Cc1ccccc1
  -2%	-15%	-24%	0%	-25%	0	1%[57.1 µM]	2%[57.1 µM]	0%
(4) CN(CCC#N)C(=O)COC(=O)c1ccc(Cl)c(S(N)(=O)=O)c1
  -1%	3%	-12%	-1%	13%	-5	7%[57.1 µM]	0%[57.1 µM]	4%
(5) CC(C)CSc1nc2ccccc2[nH]1
  3%	7%	-22%	-1%	-6%	-4	1%	20%	-4%
(6) O=C(/C=C/c1ccccc1[N+](=O)[O-])N1CCN(C(=O)c2ccco2)CC1
  3%	-12%	-15%	7%	0%	0	7%	20%	2%
(7) CC1=C(C(=O)N(C)C)CC(CC(=O)NCc2cccs2)C(=O)N1CCCN1CCCC1=O (stereo unspecified)
  -2%	x	-16%	-1%	1%	-5	x	x	7%
(8) O=C(NCc1cccnc1)c1cnc2ccccc2n1
  -12%	-14%	-8%	0%	7%	-6	2%[57.1 µM]	4%[57.1 µM]	-1%
(9) COc1ccc(OC)c(N/C(N)=N/c2nc(C)cc(C)n2)c1
  -2%	19%	-13%	2%	-5%	1	1%	15%	3%
(10) O=[N+]([O-])c1cccc(S(=O)(=O)c2ccc(N3CCCCC3)c([N+](=O)[O-])c2)c1
  -3%	28%	-4%	1%	3%	-5	-19%	-16%	6%
(11) COc1ccc(C(=O)COC(=O)/C=C/c2ccccc2[N+](=O)[O-])cc1
  -1%	-39%	-11%	6%	9%	-3	-9%	-9%	1%
(12) COC(=O)c1ccc2nc(NC(=O)C3CC3)sc2c1
  -7%	7%	-7%	-13%	0%	-9	-5%	7%	-2%
(13) CC(=O)c1cccc(NC(=O)CN2C(=O)CCc3cc(S(=O)(=O)N4CCCCC4)ccc32)c1
  0%	14%	-15%	7%	-16%	-11	-1%[57.1 µM]	2%[57.1 µM]	6%
(14) CCCCCSc1ncccc1C(=O)O
  -2%	26%	-4%	-6%	22%	-3	8%[57.1 µM]	18%[57.1 µM]	3%
(15) O=C(NC1CCN(c2ncccn2)CC1)c1c(F)cccc1F
  -3%	2%	-1%	-3%	3%	-3	11%[57.1 µM]	16%[57.1 µM]	3%
(16) CC(C)COCC1CC2(CC(C)C(=O)CC2=O)C(=O)O1 (stereo unspecified)
  -3%	11%	-18%	0%	6%	-5	-8%[57.1 µM]	3%[57.1 µM]	0%
(17) O=C(COc1ncnc2ccccc12)NC1CCS(=O)(=O)C1 (stereo unspecified)
  -3%	38%	8%	-13%	-7%	-2	-1%	3%	0%
(18) CCc1c(C)nc2c(-c3ccccc3)c[nH]n2c1=O
  -2%	21%	-14%	-2%	4%	0	12%	10%	-3%
(19) O=C(C1Cc2ccccc2CN1C(=O)c1ccco1)N1CCN(c2ccccc2)CC1 (stereo unspecified)
  0%	10%	-4%	-2%	-4%	-10	-4%	u	2%
(20) CCOc1ccc(NC(=O)Cc2cccc3ccccc23)c([N+](=O)[O-])c1
  -4%	-1%	-21%	-6%	4%	4	2%[57.1 µM]	8%[57.1 µM]	-5%
(21) Cc1sc(N)nc1-c1c(C)n(C)c2ccccc12
  -4%	-29%	-20%	-2%	-7%	-1	-5%	9%	-2%
(22) CN(C)c1cc[n+](CCC(=O)Nc2cccc([N+](=O)[O-])c2N)cc1
  -4%	-15%	-2%	2%	1%	0	-10%	-14%	2%
(23) O=C(Nc1ccccc1C(=O)NC(Cc1ccccc1)C(=O)NC1CCCCCC1)c1ccccc1 (stereo unspecified)
  -6%	-12%[11.4 µM]	-17%	9%	-1%	-6	22%	14%[57.1 µM]	-8%
(24) CCc1ccc(OCC(=O)NC(=S)Nc2ccc(C(C)=O)cc2)c(Br)c1
  0%	11%	-6%	-7%	0%	-12	12%	u	1%
(25) CS(=O)(=O)N1CCC(Oc2ccccc2C(=O)NC2CCOC2)CC1 (stereo unspecified)
  -4%	-7%	-25%	14%	-7%	-1	-2%	-2%	0%
(26) COc1cccc(-n2c(SC)nnc2-c2cnccn2)c1
  -2%	-4%	-1%	-4%	-5%	0	-1%[57.1 µM]	-8%[57.1 µM]	0%
(27) O=C(/C=C/Sc1ccccc1)c1ccccc1
  -5%	u	-24%	-2%	3%	-4	8%	11µM*	u
(28) COC(=O)c1ccc(-c2ccc(/C=N/N3C(=O)C4C5C=CC(C6CC56)C4C3=O)o2)cc1 (stereo unspecified)
  -6%	-18%	-5%	-10%	-1%	6	21%	20µM*	-3%
(29) O=S(=O)(NCCCN1CCOCC1)c1ccc(F)c(Cl)c1
  -3%	24%	-17%	7%	-5%	-8	4%	12%	0%
(30) O=C(O)CSc1nnnn1-c1ccccc1
  -5%	6%	-1%	-7%	5%	0	8%	4%	-1%
(31) O=C(O)C1OC1(c1ccccc1Cl)c1ccccc1Cl (stereo unspecified)
  -4%	u	-5%	18%	8%	-13	16%[11.4 µM]	5%[57.1 µM]	-2%
(32) O=C(Nc1ccc(O)c2c(=O)cc(-c3ccccc3Cl)oc12)c1ccc(F)cc1
  -3%&-3%	-2%&7%	-19%	7%	-4%	-3	-5%	-5%	2%&1%
(33) Cc1cc(F)ccc1S(=O)(=O)N1CCCOC1CNC(=O)C(=O)NCCC1=CCCCC1 (stereo unspecified)
  -4%	-30%	-8%	-2%	9%	4	0%	-2%	0%
(34) COc1ccc(CN(C)CC(=O)NC(=O)Nc2ccccc2F)cc1
  0%	-3%	-21%	-5%	21%	-1	-1%	12%	5%
(35) COc1cccc(NC(=O)c2oc3ccccc3c2NC(=O)COc2ccccc2C)c1
  3%	14%	-9%	-4%	6%	4	-3%	-1%	1%
(36) O=c1c2ccccc2[nH]c(=S)n1Cc1cccnc1
  -2%	-49%	-3%	2%	-1%	2	-3%	16%[57.1 µM]	1%
(37) CCOC(=O)c1ccc(S(=O)(=O)N2CCN(C(=O)c3cc(=O)c4ccccc4o3)CC2)cc1
  -8%	-4%	-12%	-12%	-3%	-9	7%[57.1 µM]	10%[57.1 µM]	-1%
(38) Cc1cccc(C(=O)c2c[nH]cc2-c2ccccc2)c1
  -3%	1%	-15%	-1%	4%	-7	-2%	u	-2%
(39) CCOC(=O)c1c(NC(=O)COC(=O)Cn2cnc3ccccc32)sc2c1CCC(C)C2 (stereo unspecified)
  -6%	8%	-11%	-31%	-9%	7	-15%	-4%	-9%
(40) CCN(CCO)C(=O)c1ccc2oc(Cc3ccc(Cl)cc3)nc2c1
  -3%	16%	-2%	-7%	-11%	-10	-4%	5%	-2%
(41) CC(C)[C@H](NC(=O)c1ccc(Cl)c([N+](=O)[O-])c1)C(=O)O
  -6%	5%[56.9 µM]	-18%	5%	-11%	-1	8%[57.1 µM]	19%[57.1 µM]	4%
(42) O=C(Nc1ccc(OC(F)(F)F)cc1)c1cc2c(=O)n3ccccc3nc2s1
  x	-8%	-12%	x	x	-2	42%[activator]	36%[activator]	x
(43) CCN1C(=O)C(CC(=O)Nc2ccc(F)cc2)N(CCCN2CCN(c3ccc(F)cc3)CC2)C1=S (stereo unspecified)
  -5%	-21%	-12%	-8%	1%	0	-4%[57.1 µM]	2%[57.1 µM]	0%
(44) O=C(/C=C/c1ccco1)N1CCN(c2ncccn2)CC1
  -1%	-1%	-20%	-9%	1%	-2	-9%	40µM*	0%
(45) COc1cc(-c2[nH]nc3c2C(c2ccco2)C(C#N)=C(N)O3)cc(OC)c1OC (stereo unspecified)
  3%	-17%	-11%	-22%	-11%	-3	-6%	-16%	1%
(46) COC(=O)CNC(=O)Cn1cnc2sc(C)c(S(=O)(=O)N3CCN(c4ccccc4OC)CC3)c2c1=O
  -6%	-25%	4%	-1%	1%	1	6%[0.0914 µM]	4%[57.1 µM]	-5%
(47) C=CCn1c(CNc2ccc(C)cc2)nnc1SCC(=O)N/N=C/c1ccc(O)cc1
  -7%	-17%[11.4 µM]	-5%	-3%	-1%	4	-5%	7%[57.1 µM]	1%
(48) O=C1C=C(O)c2c(O)cc(O)c(O)c2C1=O
  4%	-24%	-23%	6%	-13%	-19	-11%	-3%	-2%
(49) COc1ccc(C)cc1NC(=O)C1COc2ccccc2O1 (stereo unspecified)
  5%	-15%	-16%	-13%	17%	-1	-4%	-6%	-6%
(50) COc1cc(/C=C/C(=O)OCC(=O)Nc2cc(S(=O)(=O)N3CCCC3)ccc2Cl)cc(OC)c1OC
  0%	-9%	-18%	0%	2%	-4	23%	14%[57.1 µM]	-2%
(51) O=P(Cc1ccccc1)(c1ccccc1)c1ccccc1
  -3%	1%	-19%	-2%	4%	-5	-5%	-5%	0%

Compound activity as filed in PubChem.

Some of the compounds tested. The share of hits here may be higher or lower than overall.
